KB-V1 cytotox: kills drug-selected multidrug resistant KB-V1 cells; KB-V1 MDR cells viability, CellTiter-Glo, 72 h; Potency, µM (highest dose often 46.1 µM), inactives show at the top dose activity change, negative = cytotoxicity, actives largely listed as cytotoxic; 400,000 tested, 3.4% active; AID 1347076; also: potency is read from the fitted curve at half-maximal effect; % is scaled to controls: 0 for no effect and ±100 for the full control effect; nearly all actives have a fitted effect of over 60% in size
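qHTS viability screen in drug-selected KB-V1 MDR cells: 72 h compound treatment at 37 degrees C, ATP luminescence end point.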
HT1080NT lethal: kills 2HG-producing HT-1080-NT fibrosarcoma cells. Potency, µM (top dose mostly 46.1 µM), without a hit: at the top dose activity, negative = less viability, most hits filed as cytotoxic. 360,000 tested, 1.6% active. AID 686970. HT-1080-NT fibrosarcoma viability, CellTiter-Glo ATP luminescence, 48 h;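 also: NT is the 2HG producing partner of a matched IDH1 knockdown line; potency is read from the fitted curve at half-maximal effect; 0% = DMSO-treated cells and -100% = media-only wells without cells; nearly all actives have a fitted effect of over 55% in size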
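Toxicity toward the 2HG-producing NT line was scored as %Activity, normalised to DMSO and no-cell wells, from CellTiter-Glo luminescence after 48 hours' treatment.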
HEK293 tox: cytotoxic in the GLP-1 receptor inverse agonist counter-screen. Potency, µM (doses to about 38.3 µM), inactives show at the top dose activity change, negative = inhibition, most hits filed as inhibitors. HEK293 cAMP-luciferase reporter cells, luminescence, 24 h. AID 624418. 410,000 tested, 0.13% active;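 also: loss of luciferase light is scored as toxicity; potency is read from the fitted curve at half-maximal effect; % is scaled to controls: 0 for no effect and ±100 for the full control effect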
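Cells in DMEM/10% Nu serum/1% pen-strep, 1536-well format. Pre-incubated 12 h, dosed with 23 nL compound, incubated a further 24 h. Luciferase detection, 12 min at room temp, luminescence.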
DRD3 agonist: D3 dopamine receptor (human) agonism. D3R DiscoveRx beta-arrestin cells, luminescence, 90 min. max activation, %. P35462. 410,000 tested, 0.58% active. AID 652048; in the data active = max activation above about 30%; also: 0% is about no effect; mostly tested at two doses, the higher about 12 µM
Target sequence (P35462 whole entry, looked up): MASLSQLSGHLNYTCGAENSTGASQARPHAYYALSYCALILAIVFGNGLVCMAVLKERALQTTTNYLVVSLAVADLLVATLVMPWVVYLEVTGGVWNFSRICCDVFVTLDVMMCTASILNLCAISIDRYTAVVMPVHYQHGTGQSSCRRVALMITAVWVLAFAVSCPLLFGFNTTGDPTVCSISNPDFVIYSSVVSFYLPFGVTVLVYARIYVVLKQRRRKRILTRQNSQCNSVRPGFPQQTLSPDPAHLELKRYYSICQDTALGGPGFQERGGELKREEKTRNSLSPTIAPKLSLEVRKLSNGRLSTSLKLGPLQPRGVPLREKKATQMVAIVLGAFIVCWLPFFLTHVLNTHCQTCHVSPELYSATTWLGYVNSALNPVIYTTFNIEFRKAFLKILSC
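Agonist mode: compounds and dopamine controls were applied to plated cells for 90 min at 37 degrees C after an overnight attachment at 1500 cells/well. Luminescent read-out followed 30 - 60 minutes at room temperature with DiscoveRx detection reagent.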
KB-3-1 cytotox: kills parental KB-3-1 adenocarcinoma cells; KB-3-1 viability, CellTiter-Glo ATP luminescence, 72 h; Potency, µM (doses to about 46.1 µM), inactives show at the highest dose activity change, negative = cytotoxic, usual class: cytotoxic; 400,000 tested, 1.4% active; AID 1347075; also: potency is read from the fitted curve at half-maximal effect; % is scaled to controls: 0 for no effect and ±100 for the full control effect; nearly all actives have a fitted effect of over 60% in size
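Viability of parental KB-3-1 cells, measured by CellTiter-Glo luminescence, followed a 72 h incubation at 37 °C with pinned compounds in phenol-red-free DMEM containing 10% FBS.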
MCF10A rereplic: DNA re-replication induction in MCF 10a cells; MCF 10A DNA re-replication, Hoechst nuclear intensity, 48 h; Potency, µM (highest dose often 46.1 µM), without a hit: at the top dose activity, positive = re-replication, usual class: activators; 350,000 tested, 2.9% active; also: potency is read from the fitted curve at half-maximal effect; % of control where 0% means no effect; nearly all actives have a fitted effect of over 50% in size
HT1080 IDH1KD tx: kills HT-1080 cells with IDH1 knockdown; HT-1080 IDH1 knockdown viability, ATP luminescence, 48 h; Potency, µM (highest dose often 46.1 µM), without a hit: at the highest dose activity, negative = toxicity, usual class: cytotoxic; 360,000 tested, 2% active; AID 686971;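 also: potency is read from the fitted curve at half-maximal effect; 0% = DMSO wells and -100% = cell-free medium wells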
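Cytotoxicity counter-line: IDH1KD HT-1080, 48 h, CellTiter-Glo. Curves classed by r2, magnitude and activity.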
SW480 rerep: inducers of DNA re-replication in SW480 colon cancer cells; SW480 DNA re-replication, Hoechst DNA content imaging, 48 h; Potency, µM (series often up to 46.1 µM), inactives show at the top dose re-replication activation, usual class: activators; 340,000 tested, 1.8% active; also: potency is read from the fitted curve at half-maximal effect; % of control where 0% means no effect; nearly all actives have a fitted effect of over 55% in size
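Hoechst fluorescence of nuclei (405 nm excitation, 500-530 nm emission) measured by plate-scanning imager after 48 hr compound exposure at 37 C; re-replication scored as increased number of nuclei with elevated intensity.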
IL1B secr inh: blocks inflammasome-driven IL-1 beta release | THP-1 LPS/ATP IL-1B secretion, AlphaLISA, 16 h; stronger effect = lower value | activity change, % at 57.5 µM | 360,000 tested, 4.7% active | AID 743279; in the data active = activity change below about -50%; inconclusive = mostly about -30% to -49%; also: % is scaled to controls: 0 for no effect and ±100 for the full control effect
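Secreted IL-1B measured by AlphaLISA bead assay after 16 h compound exposure of THP-1 cells; compounds (final up to 57.5 uM) added 1 h before LPS (250 ng/mL) and ATP (1.25 mM) stimulation; lower signal means less secretion.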
Starred values were filed as active, the others as inactive; i = inactive; ? = inconclusive; nt = not tested or not shown; & = joins results of further samples; ! = repeats disagree; [ ] = dose if it differs, or a comment. Unless noted, calls follow the shape of the dose curve; as a rule, active = well fitted curve in the direction sought with a large enough effect; inconclusive = small, poorly fitted or top-dose-only effect, or another doubt; inactive = no such curve, though single readings can be large; an effect the other way counts as inactive or inconclusive. This is a random part of the collection; any-hit rate near 11%.

mol	KB-V1 cytotox	HT1080NT lethal	HEK293 tox	DRD3 agonist	KB-3-1 cytotox	MCF10A rereplic	HT1080 IDH1KD tx	SW480 rerep	IL1B secr inh
Oc1ccc(N2CCN(CC(O)c3ccccc3)CC2)cc1 (stereo not given)	0.0%	-18.3%	-15.0%	-1.5	-1.7%	13.9%	-15.5%	?	52.4
COc1ccc(/C=N/NC(=O)c2cccs2)c2ccccc12	-11.7%	-26.6%	25.9%	-12.1	2.8%	?	?	3.1%	-8.7
O=C(Nc1ccc2c(c1)OCCO2)C(c1cc2ccccc2o1)N1CCN(c2ccc(F)cc2)CC1 (stereo not given)	0.0%	-3.4%	3.2%	-7.3	-1.2%	nt	2.3%	nt	-6.7
Cc1ccc(Oc2ccc(S(=O)(=O)N3CCOCC3)cc2C(N)=O)cc1C	?	1.0%	-7.5%	-7.1	-1.1%	-9.7%	12.4%	-5.1%	i
Clc1cccc(Cc2c(-c3ccccc3)nc3ccc(Br)cn23)c1	14.3%	-27.2%	-12.5%	5.0	0.0%	nt	-26.7%	nt	0.0
O=S1(=O)CC(N2CCN(c3ncccn3)CC2)CN1Cc1ccc(F)cc1 (stereo not given)	9.6%	12.0%	0.7%	-4.5	0.1%	nt	-6.1%	nt	-12.7
CCc1ccccc1NC(=O)NNC(=O)CCc1ccc(OC)cc1	19.1%	10.2%	-5.7%	2.4	17.4%	3.5%	19.7%	6.1%	-1.0
NS(=O)(=O)c1ccc(-c2ccc(C=C3C(=O)c4ccccc4C3=O)o2)cc1	?	18.7%	-14.5%	-1.4	20.0%	1.1%	6.6%	-6.3%	20.4
O=c1c(-c2ccccc2)nc2ccccc2n1C(CCc1ccccc1)c1nc2ccccc2[nH]1 (stereo not given)	?	-4.6%	-14.7%	-4.2	?	nt	-5.3%	nt	-27.0
COc1ccc(CSc2nnnn2-c2ccccc2)cc1	-4.9%	3.2%	-0.1%	7.2	0.4%	18.2%	1.3%	3.4%	-7.7
C=CCn1c(CSc2nc3ccccc3s2)nnc1SCC(=O)NCc1ccco1	18.1%	7.6%	-6.0%	0.3	8.5%	4.5%	8.1%	-14.2%	6.6
S=C(NC1CCCCC1)N1CCN(c2ncccn2)CC1	23.9%	-4.7%	0.0%	2.4	5.1%	-26.7%	8.0%	i[1.84 µM]	-3.8
COc1c(F)c(F)c(C(=O)O)c(Nc2cc(C)cc(C)c2)c1F	0.5%	24.9%	-4.0%	-18.8	-11.2%	?	12.4%	16.1%	-1.7
Cc1ccccc1NC(=O)COC(=O)c1ccc(S(C)(=O)=O)c([N+](=O)[O-])c1	-20.7%&14.9%	?	?	-13.7	20.6µM*!	?	10.3µM*	7.31µM*	-95.8*
CC(=O)N1CCc2cc(S(=O)(=O)NC(CC(C)C)C(=O)Nc3cc(C(=O)O)ccc3C)ccc21 (stereo not given)	16.5%	12.3%	6.4%	-1.6	5.2%	0.7%	22.7%	-3.1%	12.6
Cc1nc(C)c(-c2ccc(SCC(=O)Nc3ccc(F)cc3F)nn2)s1	?	-1.0%	15.2%	8.3	6.7%	13.0%	-0.9%	2.9%	0.0
COc1cc(/C=C2\SC(N)=NC2=O)ccc1O	?	?	-34.1%	-4.6	?	?	18.4µM*	25.7%	-83.0*
Cc1nc(SC2CC(=O)N(c3ccccc3)C2=O)nc2c1CCCC2 (stereo not given)	?	?	-19.0%	7.8	-16.1%	-24.7%	11.2µM*	?	9.4
COc1cccc(N=Cc2nc(-c3ccccc3)oc2OC(C)=O)c1	0.8%	15.1%	8.8%	8.9	17.5%	11.5%	12.6%	-126.7%[inhibitor]	-17.2
COc1ccc(CNC(=O)CCCn2nc(C)c3sc4ccccc4c3c2=O)cc1OC	1.8%	nt	4.9%	7.6	15.1%	nt	nt	nt	nt
O=C(CSc1nc2ccccc2[nH]1)N=Nc1c(O)[nH]c2ccccc12	?	-3.6%	2.2%	-11.5	?	-15.7%	-2.4%	-123.6%[inhibitor]	?
Cc1cc(C)cc(N(CC(=O)NC2CCCC2)C(=O)c2csnn2)c1	?	-4.2%	1.4%	0.5	0.4%	-4.0%	8.4%	-6.6%	-4.9
O=C(CN(CCc1ccccc1)S(=O)(=O)c1ccc(Cl)cc1)N/N=C/c1ccc2c(c1)OCO2	9.2µM*	-0.2%	0.7%	-7.2	-7.7%	-1.2%	-7.8%	-53.3%[inhibitor]	20.1
COc1cc(O)c(C(CCN2CCCC(C)C2)c2ccc(N(C)C)cc2)c(OC)c1 (stereo not given)	0.7%	-11.3%	?	-25.3	6.9%	?	-0.6%	0.2%	-55.1*
C=CCNC(=O)NC(=S)c1ccccc1	?	?	?	7.2	-0.4%	5.5%	?	?	-8.0
CC(C)CN(C(=O)COc1ccccc1C(=O)NCc1ccccc1)C1CCS(=O)(=O)C1 (stereo not given)	1.7%	3.2%	2.2%	-1.8	-5.0%	nt	-1.2%	nt	-23.2
Cn1ccc2c(-c3cccc4ccccc34)cc3c(c21)C1CCC3C1 (stereo not given)	0.0%	-4.3%	22.3%	-8.4	-9.6%	nt	-10.0%	nt	19.0
CCOC(=O)c1ccc(NC(=O)c2cc(OC)c(OC)c(OC)c2Br)cc1	9.8%	-9.0%	1.1%	1.1	-0.9%	-2.1%	-13.3%	-3.0%	6.8
COC(=O)C1=NN(c2ccc(Cl)cc2)C2C(=O)N(c3ccccc3OC)C(=O)C12 (stereo not given)	0.0%	1.2%	74.2%[activator]	1.1	5.7%	?	2.8%	2.0%	-3.0
O=S(=O)(c1ccc(Cl)cc1)N1CCC(c2nc3ccccc3[nH]2)CC1	?	-13.9%	-0.6%	15.8	?	6.1%	?	?	2.7
CC1(C)C(=O)Nc2ccccc2N1C(=O)CN1C(=O)NC(CCc2ccccc2)C1=O (stereo not given)	?	-1.0%	7.2%	13.3	21.8%	-9.6%	-0.7%	-13.9%	0.0
COc1ccccc1C(=O)NC(=O)COC(=O)C1(C)CC1(Cl)Cl (stereo not given)	?	2.9%	-0.5%	-5.1	18.5%	-1.9%	9.8%	-7.9%	2.2
Oc1ccc(C2C=C(c3ccc(F)cc3)Nc3ncnn32)cc1 (stereo not given)	0.7%	-1.3%	nt	4.9	4.0%	8.0%	13.6%	10.3µM*	3.1
CN(C(=O)c1ccno1)c1nnc(-c2cnccn2)s1	7.1%	6.9%	-3.2%	1.8	7.2%	-2.6%	0.2%	-1.8%	13.0
O=C(NC(c1ccc(Cl)cc1)c1cnccn1)C1CCN(CCCOc2ccccc2)CC1 (stereo not given)	2.6%	?	-17.9%	-12.9	0.0%	nt	?	nt	-58.4*
Cc1[nH]c2c(ccc3ccccc32)c1C1C(CCN)C1(C)C (stereo not given)	?	-22.9%	-32.1%	4.9	?	?	-15.3%	?	?
COc1ccc(C(=O)c2ccc(OC)c(OC)c2)cc1	0.0%	8.3%	2.2%	3.7	-2.7%	2.9%	6.2%	0.6%	5.7
O=C(Nc1cccc(S(=O)(=O)N2CCCCCC2)c1)c1ccc2ccccc2n1	-20.0%	-2.1%	5.7%	-4.1	?	12.1%	-3.2%	-6.8%	-9.9
COc1ccc(CNC(=O)CN(Cc2ccccc2)C(=O)CCC(=O)Nc2nccs2)cc1	-10.3%	-3.5%	-4.1%	24.3	29.7%	0.9%	-1.2%	-8.3%	-4.7
CC(=O)N1CCC2(CC1)CC(=O)c1cc(OCC(=O)N3CCOCC3)ccc1O2	6.0%	2.6%	5.0%	-10.9	3.4%	7.3%	5.4%	20.6µM*	-3.9
CC(=O)Oc1ccc(C(=O)Nc2nnc(C)s2)cc1	0.2%	8.8%	-3.3%	-1.7	17.9%	1.8%	2.6%	-6.7%	24.9
Cc1ccc(C(=O)c2oc3ccccc3c2NC(=O)c2cc(-c3ccccc3)on2)cc1F	23.3%	nt	1.1%	-6.0	-0.8%	nt	nt	nt	nt
Cc1ccc(N(C(=O)c2cc3ccccc3oc2=O)C2C=CS(=O)(=O)C2)cc1 (stereo not given)	?	19.7%	0.0%	7.0	8.0%	-16.0%	16.9%	3.8%	-8.0
FC(F)(F)c1cc(Cl)c2nc(-c3ccccc3)c(Cc3cccc(Cl)c3)n2c1	?	13.1%	4.5%	-2.7	-18.4%	nt	0.8%	nt	4.5
Cn1cnc(S(=O)(=O)Nc2ccc(Cl)c(C(F)(F)F)c2)c1	0.0%	-2.3%	0.5%	-6.5	?	-1.7%	3.6%	-9.0%	-9.4
Cc1cc(OCC(=O)OCC(=O)NCc2ccc3c(c2)OCO3)ccc1Cl	0.7%	0.8%	8.3%	-3.1	0.0%	2.1%	2.9%	-1.8%	0.0
COc1ccnc(Oc2ccc(F)cc2)c1C#N	4.6%	19.5%	-14.0%	3.8	4.5%	3.0%	24.4%	-7.1%	?

Gathered by group, those above containing a CF3 group.
mol	KB-V1 cytotox	HT1080NT lethal	HEK293 tox	DRD3 agonist	KB-3-1 cytotox	MCF10A rereplic	HT1080 IDH1KD tx	SW480 rerep	IL1B secr inh
FC(F)(F)c1cc(Cl)c2nc(-c3ccccc3)c(Cc3cccc(Cl)c3)n2c1	?	13.1%	4.5%	-2.7	-18.4%	nt	0.8%	nt	4.5
Cn1cnc(S(=O)(=O)Nc2ccc(Cl)c(C(F)(F)F)c2)c1	0.0%	-2.3%	0.5%	-6.5	?	-1.7%	3.6%	-9.0%	-9.4

A different layout for some results above.
The line under a structure holds: KB-V1 cytotox	HT1080NT lethal	HEK293 tox	DRD3 agonist	KB-3-1 cytotox	MCF10A rereplic	HT1080 IDH1KD tx	SW480 rerep	IL1B secr inh
Cc1ccc(C(=O)c2oc3ccccc3c2NC(=O)c2cc(-c3ccccc3)on2)cc1F
  23.3%	nt	1.1%	-6.0	-0.8%	nt	nt	nt	nt
FC(F)(F)c1cc(Cl)c2nc(-c3ccccc3)c(Cc3cccc(Cl)c3)n2c1
  ?	13.1%	4.5%	-2.7	-18.4%	nt	0.8%	nt	4.5

From PubChem BioAssay
